Screens (PubChem BioAssay)
Hep lipid drop: inhibitors of hepatocyte lipid droplet formation, primary screen, imaging, high-throughput imaging, BODIPY stain; AML12 mouse hepatocytes, oleate lipid droplets; inhibition, % at 6.5 µM; 0.4% of 240,000 active; AID 1656, 2009;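 active = lipid droplet intensity inhibited by at least 50%, with more than 500 cells counted; inconclusive = wells with under 300 cells, treated as cytotoxic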
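Material – mouse AML12 hepatocyte cell line, fixed after treatment · Compound dosing – one dose, 6.5 µM compound · Times – compound with oleate, overnight · Measured by – Image-based BODIPY and DAPI two-channel analysis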
LYP phosphatase: inhibitors of LYP phosphatase, biochemical, fluorescence intensity, uHTS (AID 1779); Tyrosine-protein phosphatase non-receptor type 22 (Homo sapiens); recombinant LYP phosphatase, fluorescence intensity; higher % means a stronger effect; inhibition, % at 11.5 µM, or IC50 in µM where a hit was titrated; 0.054% of 290,000 active;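 note: plate controls were vehicle with enzyme for no effect and no enzyme for full effect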
CSM14.1 death rescue: rescue of cells from ER stress-induced death, primary screen, 384-well, CSM14.1, thapsigargin, ATP luminescence (AID 1222). cellular ATP content (survival), % at 20 µM, or EC50 in µM where a hit was titrated. 190,000 tested, under 10 active. CSM14.1 thapsigargin-induced death rescue, ATP luminescence; higher % means a stronger effect;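 active = EC50 below 50 µM in the dose-response confirmation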;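 note: death triggered by thapsigargin at about 15 µM added after 2 h compound pretreatment; cell ATP read after overnight thapsigargin exposure of roughly 18 to 22 hours; normalized against plate controls of thapsigargin alone and 5% DMSO vehicle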
SIAH1 antagonists: Siah-1 peptide-binding antagonists, primary screen, biochemical, fluorescence polarization, rhodamine-plectin, uHTS (AID 1817). Siah-1 / rhodamine-plectin peptide fluorescence polarization; higher % means a stronger effect. displacement, % at 20 µM, or IC50 in µM where a hit was titrated. 0.02% of 290,000 active. E3 ubiquitin-protein ligase SIAH1 (Homo sapiens);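 active = displacement of at least 50% at 20 µM, with a fluorescence ratio check between 0.3 and a set limit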;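 note: plate controls were Siah plus tracer with DMSO for no effect and tracer alone without Siah for full effect; strong numbers were not always called active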
HEK293 NOD2/NF-kB: NOD2 signaling inhibitors, cell-based, luminescence, uHTS, HEK293 (AID 1566). HEK293 NOD2/NF-kB luciferase reporter, luminescence; higher % means a stronger effect. inhibition, % at 4 µM, or EC50 in µM where a hit was titrated. 0.63% of 290,000 active; note: many of its hits are not listed in these tables
XIAP displacement: XIAP antagonists, biochemical, IAP family, fluorescence polarization (AID 1018) | 0.007% of 200,000 active | XIAP BIR domain, fluorescence polarization peptide displacement; higher % means a stronger effect | one-dose displacement, % at 20 µM; IC50 in µM for titrated hits; in the data active = displacement above about 50%; note: a part of the inactive calls stands beside numbers as strong as those of hits
AID2073: inhibitors of Mint1-CaV2.2 protein interaction, biochemical, HTRF (AID 2073); Voltage-dependent N-type calcium channel subunit alpha-1B (Homo sapiens); HTRF protein-protein interaction, Mint1-CaV2.2; higher % means a stronger effect; inhibition, % at 20 µM; hits with a dose series show IC50 in µM; 0.19% of 290,000 active; in the data active = inhibition mostly above about 51%, no sharp cut-off; inconclusive = no clear call, values can overlap the other calls; inactive = mostly below about 53%; note: some results filed as inactive read as strong as hits
P. falciparum M17LAP: P. falciparum M17LAP inhibitors, primary screen, biochemical, fluorogenic H-Leu-NHMec substrate, 1536-well (AID 1619) | Leucine aminopeptidase (Plasmodium falciparum (isolate 3D7)) | 0.38% of 220,000 active | one-dose inhibition, % at 30 µM; IC50 in µM for titrated hits | recombinant M17LAP, H-Leu-NHMec fluorogenic kinetic assay; higher % means a stronger effect;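 active = compound inhibiting the enzyme by more than half at any dose during confirmatory dose-response retesting; inconclusive = strong single-dose inhibitors picked by rank but not retested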;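 note: plate controls were full reaction with DMSO carrier for no effect and no enzyme background for full effect; strong numbers were not always called active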
M1AAP inhibition: P. falciparum M1AAP inhibitors, biochemical, fluorogenic H-Leu-NHMec substrate, 1536-well (AID 1445); Aminopeptidase N (Plasmodium falciparum (isolate 3D7)); recombinant M1AAP, H-Leu-NHMec fluorogenic kinetic assay; higher % means a stronger effect; inhibition, % at 30 µM; hits with a dose series show IC50 in µM; 0.42% of 220,000 active;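 active = primary inhibition above the hit cutoff, then over 50% inhibition at one or more dose response concentrations, cut at about 23% in these data, passing the limit was not always enough; inconclusive = conflicting primary data, or primary hits not chosen for dose response; inactive = low primary inhibition, or under 50% at every dose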;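 note: plate controls were DMSO full reaction for no effect and no enzyme background for full effect; strong numbers were not always called active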
Hep lipid drop cells 6.5 µM: further read-out of Hep lipid drop, marked with its call; cell count; measured here: cell count, cytotoxicity flag;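 cells counted across two imaged fields per well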
An asterisk follows results filed as active; ? = inconclusive; . = no result given. Cut-off read from the data, not from the text of the source, unless noted: active = inhibition above about 50%; inactive = the rest. The list is partial, so the mix of outcomes need not match the whole.

cpd	SMILES	XIAP displacement	SIAH1 antagonists	P. falciparum M17LAP	CSM14.1 death rescue	AID2073	Hep lipid drop	Hep lipid drop cells 6.5 µM	LYP phosphatase	M1AAP inhibition	HEK293 NOD2/NF-kB
1	O=C(CN1CC(c2ccccc2)CC1=O)NCc1ccc(F)cc1 (stereo not drawn)	-4.2%	2%	-4%	8.9%	-4%	2	714	2%	6%	-12%
2	COc1ccc2c(c1OC)C(=O)OC2c1c(O)n(C2CCCCC2)c(=O)[nH]c1=O (stereo not drawn)	-3.2%	6%	15%	-2.6%	11%	-13	659	-1%	5%	7%
3	CN(C)CC1CSCCC1(O)c1ccc(Cl)cc1 (stereo not drawn)	-4.8%	-2%	-15%	-0.3%	-2%	0	744	-9%	-1%	7%
4	CC1(C)CC(n2[nH]c(=O)c3c2NC(=O)CSC3c2ccc(F)cc2)CCO1 (stereo not drawn)	-2.4%	6%	4%	-0.1%	2%	.	.	-1%	3%	6%
5	O=C(O)c1cccc(N=Nc2c(O)[nH]c(=O)[nH]c2=O)c1	.	1%	23%	.	4%	6	744	-4%	5%	17%
6	Cc1ccc(N2C(=O)NC(=O)/C(=C\c3ccc([N+](=O)[O-])o3)C2=O)cc1	-1.5%	10%	36%	-0.8%	40%	5	685	-5%	14%	11%
7	O=C(Cc1ccccc1)N1CCN(CC2CC=CCC2)CC1 (stereo not drawn)	-6.7%	-3%	9%	-0.5%	8%	6	756	-8%	0%	7%
8	CCCCOCCCN1C(C)=CC(=C2C(=O)NC(=S)NC2=O)C=C1C	.	20%	-1%	.	22%	0	685	-2%	2%	2%
9	CSc1ncc(CN2CCCC(C(=O)c3ccccc3SC)C2)cn1 (stereo not drawn)	.	2%	6%	.	5%	-2	733	-8%	0%	11%
10	O=C1C2C3CCC(O3)C2C(=O)N1CCO (stereo not drawn)	.	-4%	-11%	.	10%	-8	825	-7%	2%	-32%
11	C=CCn1c(O)c(C(C)=NCCN2CCOCC2)c(=O)[nH]c1=O	-7.2%	-3%	4%	1.6%	-4%	-1	749	-4%	-5%	-10%
12	Cc1cc(=O)oc2cc(OCC(=O)N3CCC(C(=O)O)(c4ccccc4)CC3)ccc12	.	-2%	.	.	-1%	-2	812	-5%	.	17%
13	O=c1oc2ccccc2c(O)c1C(c1ccccn1)c1c(O)c2ccccc2oc1=O	.	4%	24%	.	-2%	7	731	-2%	6%	10%
14	CCOC(=O)C(NC(C)=O)C(OC(C)=O)c1cccc(N(CCCl)CCCl)c1 (stereo not drawn)	3.1%	-2%	13%	2.3%	-12%	-19	681	-2%	10%	-6%
15	COc1cccc(-n2c(CN3CCN(C)CC3)nc3ccc([N+](=O)[O-])cc3c2=O)c1	-5.5%	-7%	19%	-1.4%	20%	-8	566	-3%	8%	-8%
16	CCCC(=O)N(C)C1=Nc2ccc(Cl)cc2C(c2ccccc2)=[N+]([O-])C1	.	6%	3%	.	7%	9	737	-2%	8%	17%
17	CCOC(=O)c1ccc(N=Cc2c(O)n(-c3ccccc3F)c(=S)[nH]c2=O)cc1	-25%	-5%	17%	-2.1%	-20%	4	757	2%	3%	-12%
18	CCCCNS(=O)(=O)c1ccc(OCC(=O)N2CCN(Cc3ccc4c(c3)OCO4)CC2)cc1	.	0%	.	.	10%	-9	604	-11%	.	51%*
19	CCOP(=O)(OCC)C(C)(C)NC(=O)C(Cl)(Cl)Cl	-1.5%	0%	9%	0.7%	-12%	.	.	2%	7%	14%
20	CCOc1ccccc1CN1CCCC(C(=O)c2cc(F)ccc2F)C1 (stereo not drawn)	.	0%	.	.	-4%	-20	826	-6%	.	-1%
21	O=c1c2ccccc2nc(-c2ccccc2)n1-c1nccs1	-1.8%	-1%	-16%	3.8%	0%	-26	596	-2%	6%	24%
22	O=C(c1cccc(C(F)(F)F)c1)C1CCCN(Cc2ncc[nH]2)C1 (stereo not drawn)	-4.4%	0%	16%	1.7%	27%	-3	721	6%	6%	-41%
23	CC1CC(OP(O)(=S)c2ccc(N(C)C)cc2NC(=O)c2cccs2)CC(C)(C)C1 (stereo not drawn)	-3.4%	8%	15%	-2.9%	50%	5	689	6%	8%	9%
24	COCc1ccc(CN2CCCC(C(=O)c3sccc3C)C2)o1 (stereo not drawn)	-5.2%	30%	1%	-0.8%	4%	-2	668	-6%	-2%	9%
25	c1cncc(C2CC(c3cccs3)n3ncnc3N2)c1 (stereo not drawn)	-3.5%	0%	-7%	-2.7%	4%	0	815	0%	-4%	2%
26	O/N=C1/C(=C\c2ccccc2)N2CCC1CC2	-8.5%	12%	-14%	-1.7%	-2%	.	.	-2%	3%	-4%
27	C[N+]12CCC(CC1)C(C(O)(c1ccccc1)c1cccs1)C2 (stereo not drawn)	-1.2%	3%	7%	0.1%	0%	8	700	8%	21%	7%
28	O=C(NCc1ccc(C(=O)N2CCC3(CC2)OCCO3)cc1)c1ccc2c(c1)OCO2	0.0%	2%	-2%	1.5%	-2%	.	.	-3%	3%	-11%
29	O=C1/C(=C\c2cc3c(cc2Cl)OCO3)N2CCC1CC2	-3.9%	-9%	13%	-3.0%	18%	-10	625	-9%	4%	-8%
30	COc1ccc(C(O)c2ccccc2OP(=O)(N(C)C)N(C)C)cc1 (stereo not drawn)	-7.1%	9%	3%	-0.3%	6%	-41	620	-9%	9%	13%
31	COc1cc(/C=C/C(=O)c2c(O)n(CCc3ccccc3)c(=O)[nH]c2=O)ccc1O	-9.0%	1%	40%	-3.6%	7%	-10	742	0%	6%	-23%
32	CN1C(=O)COc2c(C(=O)NC3CN4CCC3CC4)cc(Cl)cc21 (stereo not drawn)	1.7%	-1%	-5%	0.1%	?	-20	722	-2%	-7%	-6%
33	CCOP(=O)(OCC)C(O)c1ccc(OC)cc1 (stereo not drawn)	.	-5%	19%	.	0%	-9	680	-8%	10%	-8%
34	CC(C)OCCCNC(=O)c1c(N)n(Cc2cccs2)c2nc3ccccc3nc12	-2.7%	1%	-18%	-1.4%	?	.	.	8%	9%	-15%
35	CC12CN3CN(C1)CC(C)(C3)C2=NO	3.5%	3%	8%	-0.3%	-9%	-13	606	-5%	6%	12%
36	Cc1cccc(C)c1OC(=O)Cc1ccccc1	-4.3%	-3%	-2%	-0.5%	-5%	0	722	-7%	0%	14%
37	O=C1OC(c2ccc([N+](=O)[O-])cc2)=N/C1=C/N1CC2CC(C1)c1cccc(=O)n1C2 (stereo not drawn)	.	11%	-2%	.	-2%	-26	636	-4%	5%	-3%
38	C[C@H]1C[C@@H](C)C(=O)[C@@H]([C@H](O)CC2CC(=O)NC(=O)C2)C1	0.1%	-1%	-9%	8.3%	-4%	-8	634	-10%	-7%	73%*
39	CN1CCN(c2ccc([N+](=O)[O-])cc2Cl)CC1	2.8%	0%	15%	0.2%	-6%	4	735	-5%	3%	11%
40	Cn1cc([N+](=O)[O-])c(C(=O)Nc2ccc3c(C(F)(F)F)cc(=O)oc3c2)n1	.	0%	.	.	0%	-9	842	-9%	.	19%
41	CC1CCN(C(=O)C(C)Cl)CC1 (stereo not drawn)	-1.2%	1%	-3%	0.4%	-13%	2	709	0%	-3%	-2%
42	O=c1[nH]c(=O)n(CCC2=CCCCC2)c(O)c1/C=N/Nc1ccccc1	-9.6%	-4%	-7%	1.1%	0%	0	618	-10%	-1%	16%
43	CC12CN3CC(C)(CN(C1)C3c1ccncc1)C2=O (stereo not drawn)	-0.3%	-2%	1%	-1.2%	?	.	.	-1%	6%	2%
44	COc1cc(C(=O)OC2C[C@H]3CC[C@@H](C2)N3)ccc1O (stereo partly drawn)	.	1%	.	.	-8%	0	752	-6%	.	9%
45	CCNC(=S)NCCC1=c2ccccc2=N/C1=C\c1c(O)n(C)c(=O)n(C)c1=O	.	-1%	3%	.	-9%	-3	654	-3%	4%	15%
46	COc1ccc(C(=O)NC(=S)N2C[C@H]3C[C@H](C2)c2cccc(=O)n2C3)cc1	.	-2%	.	.	-13%	.	.	1%	.	2%
47	Cc1ccc2nc(N3CCN(C)CC3)[nH]c2c1	-8.5%	5%	4%	-1.7%	-1%	2	744	-8%	4%	-23%
48	[N-]=[N+]=NCc1cn2cccnc2n1	-8.2%	-3%	-16%	-2.7%	15%	-5	726	-6%	-3%	-12%
49	CNC(=O)c1cccn(Cc2ccc(C(F)(F)F)cc2)c1=O	-6.2%	14%	3%	-1.5%	8%	24	690	-4%	7%	-7%
50	COc1cc2c(C(=O)N3CCN(C)CC3)c(C)n(C)c2cc1Br	0.4%	13%	-7%	0.5%	-5%	.	.	-3%	0%	19%
51	CC(C)C12CN3CCN(CC(C3)C1O)C2 (stereo not drawn)	-1.7%	3%	-4%	-1.4%	-2%	2	727	-8%	1%	-4%
52	O=C(C[N+]12CCC(CC1)C(OC(=O)c1ccccc1)C2)c1ccc([N+](=O)[O-])cc1 (stereo not drawn)	.	1%	9%	.	-6%	-33	675	-4%	6%	18%
53	O=C(O)c1ccccc1N=Nc1c(O)[nH]c(=O)[nH]c1=O	.	10%	5%	.	-6%	-11	707	-7%	2%	-12%
54	CC1(C)CN=C(Nc2nc3ccccc3s2)S1	-4.6%	0%	1%	1.9%	2%	13	757	-6%	27%*	-86%
55	CCC(=NC1CCN(Cc2ccccc2)CC1)c1c(O)[nH]c(=O)[nH]c1=O	-5.5%	0%	-13%	-2.2%	-2%	.	.	-4%	3%	-9%
56	C=CCn1c(=O)c(C=Nc2cccc([N+](=O)[O-])c2)c(O)n(CCCC)c1=O	-2.7%	2%	3%	-1.5%	-12%	.	.	4%	10%	7%
57	COc1cc(CN2CCCC(C(=O)c3sccc3C)C2)cc(Cl)c1O (stereo not drawn)	-4.5%	-3%	10%	-1.6%	-4%	-15	684	-6%	8%	13%
58	CCCNS(=O)(=O)c1ccc(OCC(=O)N2CCN(Cc3ccc4c(c3)OCO4)CC2)cc1	-0.2%	1%	4%	.	-6%	-17	681	-3%	-5%	21%
